# OX1R antag-1: OX1R (human) antagonism. O43613. OX1R-expressing cells, FRET antagonist read-out. inhibition, % at 6.6 µM. 330,000 tested, 1.8% active. AID 485270; in the data active = inhibition mostly above about 38%, no sharp cut-off; inactive = mostly below about 40%;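 note: 0% = agonist challenge alone and 100% = reference antagonist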
# Target sequence (O43613 whole entry, looked up): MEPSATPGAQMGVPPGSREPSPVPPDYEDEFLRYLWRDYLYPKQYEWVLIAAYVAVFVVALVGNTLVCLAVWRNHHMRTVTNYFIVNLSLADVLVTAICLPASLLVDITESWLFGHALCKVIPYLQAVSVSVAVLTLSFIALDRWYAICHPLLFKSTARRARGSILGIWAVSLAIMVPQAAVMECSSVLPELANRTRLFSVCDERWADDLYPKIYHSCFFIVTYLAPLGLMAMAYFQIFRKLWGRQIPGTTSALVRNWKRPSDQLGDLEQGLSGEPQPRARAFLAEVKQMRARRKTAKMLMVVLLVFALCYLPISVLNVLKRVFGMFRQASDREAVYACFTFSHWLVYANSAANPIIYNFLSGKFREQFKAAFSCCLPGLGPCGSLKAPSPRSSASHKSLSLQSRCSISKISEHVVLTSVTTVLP
# OX1R antag-2: human HCRTR1 antagonism; O43613; CHO/OX1R cells, Fluo-8 calcium fluorescence, orexin A; inhibition, % at 5 µM; 330,000 tested, 0.43% active; AID 434989;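 active = inhibition above its plate's threshold, mean inhibition of all tested compounds on the plate plus 3 SD, cut at about 37% in these data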;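 note: 0% = orexin A challenge wells and 100% = SB-334867-A antagonist wells; not every result past the cut was called active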
# Numbers without * were called inactive.
OX1R antag-1	OX1R antag-2	molecule
21	-1	CCOC(=O)c1ccccc1NC(=O)c1c(N)n(C)c(=O)[nH]c1=O
17	-12	Cc1ccc(N=C2SCCCN2C(=O)c2ccco2)cc1Cl
1	-19	Cc1ccc2c(=O)n3c(nc2c1)C(Cc1ccccc1)NC(=O)c1cc(Cl)ccc1-3 (centres undefined)
1	-20	Cc1sc2nc(SCc3nc(-c4cccs4)no3)n(-c3ccccc3)c(=O)c2c1C
4	-15	O=S(=O)(Cc1ccccc1)C1CCCCC1O (centres undefined)
15	-12	O=C(CSc1nnc(NC(=O)c2ccccc2Cl)s1)NC1CC1
26	-44	NC(=O)CSc1nc2cc(Cl)ccc2c(=O)n1C1CCCCC1
11	-17	CCN(CC)S(=O)(=O)c1cccc(C(=O)N[C@H](C(=O)NNC(=O)c2ccccc2)C(C)C)c1
10	-12	Cc1[nH]ncc1-c1ccccc1Cl
2	-21	Cc1ccc(CNC(=O)C2CCCN2C(=O)Nc2ccc(F)cc2)cc1 (centres undefined)
10	-12	O=[N+]([O-])c1ccc(Sc2nnnn2-c2ccccc2)c(Cl)c1
5	-19	COc1ccc(-c2nn(-c3ccccc3)cc2C(=O)NC(=S)N2CCOCC2)cc1OC
10	-26	COc1cccc(-c2ccc(NC(=O)C3CCCN(Cc4cnc(C)n4C)C3)cc2)c1 (centres undefined)
1	-20	CCn1c(=O)c2c(nc(SCC(=O)Nc3ccccc3)n2C)n(C)c1=O
1	4	O=C(O)C1CC=CCC1C(=O)Nc1cccc(Cl)c1 (centres undefined)
14	-20	COc1cc(NC(c2ccccc2)c2ccccc2)cc(OC)c1OC
40	-19	COc1ccccc1CN(C)C(=O)c1sccc1-c1ccccc1
40	-19	CCCc1cc(=O)[nH]c(SCC(=O)N(Cc2ccccc2)C(C)C)n1
-1	-11	O=C(NCc1ccc2c(c1)OCO2)Nc1ccc2ccccc2c1
12	-18	COC(=O)c1c(NC(=O)COc2ccc(Cl)cc2Cl)sc2c1CC(C)(C)NC2(C)C
11	-9	COc1cc(C(=O)OCC(=O)Nc2cc(S(=O)(=O)N3CCOCC3)ccc2C)ccc1OCC(C)C
14	-39	COc1ccc(-c2nc3ccccc3nc2-c2ccccc2)cc1OC
8	5	Cn1cc(Cl)c(-c2n[nH]c(=S)n2C2CCCCC2)n1
22	-5	CN1/C(=C/c2cccc[n+]2C)Sc2ccccc21
0	-23	O=C(CN1CCCCCCC1)Nc1ccc(Cl)cc1Cl
14	-31	OC(CNCc1ccc(F)cc1)(c1ccccc1)c1ccc(F)cc1 (centres undefined)
-4	-25	Cc1ccc(NC(=O)C2COc3ccccc3O2)cc1 (centres undefined)
4	-33	CC(=O)c1cccc(NC(=S)NC(=O)c2cccc(Cl)c2)c1
16	-3	COc1ccc(NC(=S)N2CCOCC2)c(OC)c1
15	1	Cc1ccc(C(=O)n2nnc3ccccc32)cc1[N+](=O)[O-]

# Sorted by value in OX1R antag-2 (rising): 6 of the compounds above.
OX1R antag-1	OX1R antag-2	molecule
14	-31	OC(CNCc1ccc(F)cc1)(c1ccccc1)c1ccc(F)cc1 (centres undefined)
2	-21	Cc1ccc(CNC(=O)C2CCCN2C(=O)Nc2ccc(F)cc2)cc1 (centres undefined)
1	-19	Cc1ccc2c(=O)n3c(nc2c1)C(Cc1ccccc1)NC(=O)c1cc(Cl)ccc1-3 (centres undefined)
10	-12	O=[N+]([O-])c1ccc(Sc2nnnn2-c2ccccc2)c(Cl)c1
-1	-11	O=C(NCc1ccc2c(c1)OCO2)Nc1ccc2ccccc2c1
1	4	O=C(O)C1CC=CCC1C(=O)Nc1cccc(Cl)c1 (centres undefined)

# Next structures:
OX1R antag-1	OX1R antag-2	molecule
18	-18	CCCNC(=O)c1ccc(-c2nn(C)c(=O)c3ccccc23)cc1
26	-16	COc1cccc(-n2cnc3sc(-c4ccccc4)cc3c2=O)c1
19	2	CCCCc1c(O)nc2sccn2c1=O
0	-22	COc1cccc(/C=N/Nc2nc3ccccc3[nH]2)c1O
16	-5	CC(C)c1ccc(NC(=O)NCc2ccccn2)cc1
11	-15	Cc1cccc(NC(=O)C2(c3cccs3)CCOCC2)c1
11	80*	C=CC(COCc1ccccc1)N([C@@H](Cc1ccccc1)C(=O)OC)S(=O)(=O)c1ccccc1Br (some centres undefined)
4	-8	Cn1cnc2c1c(=O)n(Cc1cccc(F)c1)c(=O)n2C
21	-18	COc1ccc(/C=N/NC(=O)Cc2csc(Nc3cccc(C(F)(F)F)c3)n2)c(OC)c1
27	-10	Cc1cc(C)cc(N(CCC(=O)Nc2nnc(C3CC3)s2)S(=O)(=O)c2ccc(Cl)cc2)c1
19	-24	COc1ccccc1N(C)S(=O)(=O)c1ccc(C(=O)NC2CCCCCC2)cc1
11	-23	Cc1ccc(CSc2nnc(SCC(=O)N/N=C/c3ccc(C(=O)O)cc3)s2)cc1
13	-14	O=C(CCNC(=O)c1ccc(Br)cc1)Nc1cccc(S(=O)(=O)N2CCCC2)c1
-2	-20	CCN1C(=O)c2ccccc2Sc2ccc(C(=O)NCCCN3CCCCC3)cc21
34	2	NC(=O)C1CCN(C(=O)CSc2nc3ccccc3[nH]2)CC1
20	-40	COC(=O)c1cc(NS(=O)(=O)c2ccc(OC)c(OC)c2)ccc1Cl
16	1	CCOC(=O)c1nnc2ccnn2c1N
36	-10	Cc1ccnc(NS(=O)(=O)c2ccc(NC(=O)c3ccc([N+](=O)[O-])s3)cc2)n1
2	8	N#CCN1CCN(CC(=O)c2ccc(Br)cc2)CC1
2	-30	COc1ccc(CNC(=O)COC(=O)[C@@H]2CCCN2C(=O)c2cccs2)cc1
17	-30	Cc1cc(C)n2nc(C(=O)N(C)C(c3ccccc3)c3ccccc3)nc2n1
33	3	Cc1cccc(OCc2nc(C#N)c(NCc3ccc4c(c3)OCO4)o2)c1
2	0	Cc1cc(OCC(=O)OC(C)C(=O)Nc2ccc(N3CCOCC3)cc2)ccc1Cl (centres undefined)
35	-22	O=C(Cc1c[nH]c2ccccc12)Nc1nccs1
23	-22	COc1ccc(OC)c(-n2nnnc2SCC(=O)NCCc2ccccc2)c1
20	-6	COc1cccc(-c2n[nH]c3c2CCC3)c1
3	-7	COCCNC(=O)Cn1c(=O)oc2cc(S(=O)(=O)N3CC(C)CC(C)C3)ccc21 (centres undefined)
18	5	CCOC(=O)C1CCCN(C(=O)c2ccc(OC)c([N+](=O)[O-])c2)C1 (centres undefined)
27	-25	O=C(OC1CCOC1=O)c1cc(-c2cccs2)nc2ccccc12 (centres undefined)
6	-18	CC(C)(C)C(=O)Cn1nnc(-c2ccc(C(F)(F)F)cc2)n1
9	-6	CCn1ncc(C2=NOC(C(=O)Nc3c(C)nn(Cc4ccc(F)cc4)c3C)C2)c1C (centres undefined)
15	-19	O=C(OCCOc1cccc(Cl)c1)c1ccc2ncsc2c1
14	-10	COc1ccc(N2CC(O)=C(c3nc(-c4ccc(F)cc4)cs3)C2=N)cc1OC
8	-11	CCc1nc(OCc2ccccc2)c2sc3nc4c(cc3c2n1)COC(C)(C)C4
17	-19	Cc1ccc(NC(=S)NNS(=O)(=O)c2ccc3ccccc3c2)cc1Cl
5	-19	CC(=O)Nc1ccc(NC(=O)c2cc(-c3cc(C)cc(C)c3O)n[nH]2)cc1
34	-5	O=C(/C=C/c1ccc(F)cc1)c1ccccc1Br
8	-12	CCc1ccc(OCC(=O)NC2CC(C)(C)NC(C)(C)C2)cc1
11	-12	CCOCCCNC(=O)CCCC1=NS(=O)(=O)c2ccccc2N1
3	-12	CCCCCC(=O)Nc1cc(S(=O)(=O)N2CCOCC2)ccc1N1CCN(C)CC1
11	9	Cc1ccc(CNC(=O)C2CCN(S(=O)(=O)c3ccc4nc5c(c(C(=O)O)c4c3)CC(C)CC5)CC2)cc1 (centres undefined)
17	-16	CCOC(=O)Cc1c(C)nc2c(-c3ccccc3)c(C)nn2c1C
6	-15	Cc1ccc(CN2CCN(C(=O)C3CCC3)CC2)cc1
-5	-23	COC(=O)c1cc(NS(=O)(=O)c2ccc(N3CCOCC3)c([N+](=O)[O-])c2)cc(C(=O)OC)c1
5	5	COc1ccc(NC(=O)CSc2nc(-c3ccc(C)cc3)cc(C(F)(F)F)c2C#N)cc1
0	-31	Cc1ccc(NC(=O)N(Cc2nc3ccccc3c(=O)[nH]2)Cc2cccs2)cc1
2	-22	Cc1ccc2nc(-c3ccc(NC(=O)CN(C)S(=O)(=O)c4ccccc4)cc3)sc2c1
27	-4	COC(=O)c1ccc(NC(=O)c2ccc(F)cc2)o1
54	-28	Oc1ccccc1C1=Nc2nc3ccccc3n2C(c2ccccc2)C1 (centres undefined)
9	2	O=C1CCC/C(=N/NC(=O)c2ccc(CN3c4cccc5cccc(c45)S3(=O)=O)cc2)C1
5	29	C#CCOCCOCCOCCNc1nc(N2CCN(C(=O)CCCCCCCCCCNC(=O)[C@H]([C@@H](C)CC)n3cc(CCCCN=C(N)N)nn3)CC2)nc(N2CCN(C(=O)CCCCCCCCCCNC(=O)[C@H](CCCCN)n3cc(C[C@@H](C)CC)nn3)CC2)n1
9	-10	CC1CCN(C(=S)c2ccccc2O)CC1
13	-20	Cc1ccc2sc(NNC(=O)c3cc(=O)c4ccccc4o3)nc2c1C
49	-3	NC(=O)Nc1ccc(Nc2ccccc2)cc1
9	-34	COc1cccc(N2[C@@H](CC(C)=O)c3cc(C(F)(F)F)ccc3S2(=O)=O)c1
1	-13	COc1cccc(NC(=O)CN(C)C(=O)c2ccc3c(c2)CC(c2ccccc2)OC3=O)c1 (centres undefined)
12	-10	Cc1c(S(=O)(=O)Nc2cccc3ccccc23)c(=O)n(C)c(=O)n1C
11	-14	Cc1ccc(C)c(OCC(=O)Nc2ccc(S(=O)(=O)Nc3ccccn3)cc2)c1
2	-6	COc1ccccc1NC(=O)Cn1cnc2sc(C(=O)Nc3cc(OC)c(OC)c(OC)c3)c(C)c2c1=O
17	-18	Cc1cccc(C(=O)NCCc2ccccc2)c1

# Structures listed above printed as active in OX1R antag-2.
OX1R antag-1	OX1R antag-2	molecule
11	80*	C=CC(COCc1ccccc1)N([C@@H](Cc1ccccc1)C(=O)OC)S(=O)(=O)c1ccccc1Br (some centres undefined)

# The list goes on:
OX1R antag-1	OX1R antag-2	molecule
10	-10	O=C(c1ccc(Cl)c(Cl)c1)N(Cc1ccco1)c1ccc(O)cc1
7	-1	CCCNS(=O)(=O)c1ccc(OC)c(Cl)c1Cl
3	-1	Cc1nn(C)cc1CNC(=O)c1ccccc1Br
3	-20	Cc1ccc2c(c1)CCCN2C(=O)c1cc2ccccc2oc1=O
23	-8	Cn1c(=O)c2cc(S(=O)(=O)NC(C(=O)NCc3ccccn3)c3ccccc3)ccc2n(C)c1=O (centres undefined)
4	-23	COc1ccc(CN2C(=O)CN(C3CCCCCC3)C(=O)C2c2ccc(OC)c(OC)c2)cc1 (centres undefined)
8	-2	O=C(O)c1ccccc1C(=O)NNc1ccc(F)cc1F
14	-15	Cc1ccccc1C(=O)OC1OC(=O)C(Cl)=C1N1CCOCC1 (centres undefined)
26	-27	CC(C)CC(=O)NC(=S)N(Cc1ccccc1)Cc1ccccc1
2	-22	CSCCC(=O)N1CCCC(N(C)CCc2ccccc2)C1 (centres undefined)
7	9	COc1ccc(/C=C(\NC(=O)c2ccc(Cl)cc2)C(=O)NCCCN2CCOCC2)cc1OC
26	-6	N#Cc1c(Cl)c(Cl)c2nnc(-c3ccc(Br)cc3)n2c1Cl
22	-6	Cc1cc(C)nc(-n2nc(C)cc2NC(=O)CN2CCCC(C)C2)n1 (centres undefined)
16	-7	O=C(OCC(=O)N1CCOCC1)c1ccc2[nH]c3c(c2c1)CCCC3
15	-4	COc1ccc(NS(=O)(=O)c2ccc3oc(=O)c4[nH]c(=O)c(=O)n(C)c4c3c2)cc1
21	-17	CCC(c1nnnn1CCOC)N1CCN(Cc2ccccc2OC)CC1 (centres undefined)
7	-10	CC(C)(C)C(=O)NC1CC2CCCC(C1)N2C(=O)Nc1ccccc1 (centres undefined)
4	-8	COc1ccc(CNC(=O)c2ccccc2SCC(=O)N2CCCC2)cc1OC
4	-18	Clc1ccccn1
21	-6	CCn1c(C)c2c(C)nnc(C)c2c1C
21	-20	O=C(Nc1ccccc1)c1ccn[nH]1
5	3	O=C(NCc1cccnc1)c1cc(-c2ccco2)on1
6	-21	COc1ccccc1C1C(C(=O)c2ccc(C)o2)=C(O)C(=O)N1c1cc(C)on1 (centres undefined)
28	-13	CC(=O)OC1CCC2(C)C(COc3ccc4ccc(=O)oc4c3)C(C)(O)CCC2C1(C)C (centres undefined)
12	-25	Cc1ccc(OCC(=O)N2CCCCC2)c(Br)c1
12	-11	CCOc1cc(N2CCOCC2)c(OCC)cc1NC(=O)CN1CCCC1
11	-21	O=C(COc1c(Br)cc(Br)c2cccnc12)N1CCc2ccccc2C1
22	23	COc1ccc(NC(=O)COC(=O)c2ccc(NS(=O)(=O)/C=C/c3ccccc3)cc2)cc1
6	-27	Nn1c(Cc2cccc3ccccc23)n[nH]c1=S
2	-35	Cc1ccsc1CN(C)C(=O)c1cc(S(=O)(=O)N2CCOCC2)ccc1N1CCCC1

# Three entries from above, with two lines to a compound:
# Fields: OX1R antag-1 | OX1R antag-2
COc1ccc(CNC(=O)c2ccccc2SCC(=O)N2CCCC2)cc1OC
    4 | -8
Clc1ccccn1
    4 | -18
CCn1c(C)c2c(C)nnc(C)c2c1C
    21 | -6

# Remaining list, next part.
OX1R antag-1	OX1R antag-2	molecule
1	-16	S=C(Nc1ccccc1Cl)NC1CCC(NC(=S)Nc2ccccc2Cl)CC1 (centres undefined)
17	-7	CC[C@]12c3[nH]c4ccc(OC)cc4c3CCN1C(=O)C(CC(=O)NCCN1CCOCC1)C[C@@H]2C(=O)N1CCN(C(=O)C2CC2)CC1 (some centres undefined)
7	-11	CC(C)(C)C(=O)Nc1cc2c3c(c1)CCC(=O)N3CCC2
15	3	COc1ccccc1N1CCN(C(=O)Nc2ccc(F)c(Cl)c2)CC1
7	-15	CCc1cc(=O)n2[nH]c(C)c(-c3ccccc3OC)c2n1

# Screening data deposited in PubChem BioAssay by The Scripps Research Institute Molecular Screening Center.
